ALOX12 inh: Primary qHTS assay for inhibitors of human arachidonate 12S-lipoxygenase (ALOX12): Round 2 | purified 12hLO, xylenol orange hydroperoxide absorbance | Potency, µM (highest dose often 108 µM), without a hit: at the highest dose activity change, negative = inhibition, usual class: inhibitors | 1.1% of 580,000 active; also: % is scaled to controls: 0 for no effect and ±100 for the full control effect
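Hydroperoxide product was detected by ferrous iron/xylenol orange as the 573 to 405 nm absorbance ratio. Arachidonic acid at 40 uM (final) was turned over for 30 min at room temperature by 150 nM human 12hLO, pH 7.0 Hepes buffer, after 15 min compound preincubation.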
IDH1 R132H inh: qHTS for Inhibitors of mutant isocitrate dehydrogenase 1 (IDH1): qHTS | Isocitrate dehydrogenase [NADP] cytoplasmic (Homo sapiens), O75874 | IDH1-R132H enzyme, NADPH consumption, diaphorase/resazurin fluorescence | Potency, µM (doses to about 76.6 µM), without a hit: at the highest dose activity change, negative = inhibition, most hits filed as inhibitors | 0.093% of 390,000 active | AID 602179, 2012; also: % is scaled to controls: 0 for no effect and ±100 for the full control effect; nearly all actives have a fitted effect of over 65% in size
Target sequence (O75874 whole entry R132H, stated change not applied): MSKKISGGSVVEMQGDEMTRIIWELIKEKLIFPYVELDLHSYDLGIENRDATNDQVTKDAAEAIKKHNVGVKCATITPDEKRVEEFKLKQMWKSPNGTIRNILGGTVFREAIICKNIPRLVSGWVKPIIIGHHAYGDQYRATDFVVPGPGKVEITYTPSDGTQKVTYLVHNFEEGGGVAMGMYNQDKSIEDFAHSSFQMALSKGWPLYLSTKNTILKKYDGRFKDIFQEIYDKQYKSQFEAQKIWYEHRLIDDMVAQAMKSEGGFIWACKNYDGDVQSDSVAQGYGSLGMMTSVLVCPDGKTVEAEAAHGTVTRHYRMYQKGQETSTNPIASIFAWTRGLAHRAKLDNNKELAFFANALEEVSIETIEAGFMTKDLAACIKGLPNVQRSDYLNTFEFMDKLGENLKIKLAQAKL
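IDH1-R132H (0.5 ug/mL) preincubated 30 min with compound, then NADPH (0.016 mM) and alpha-KG (2 mM) added; 80 min at RT, pH 7.5. Remaining NADPH coupled via diaphorase/resazurin to fluorescence (540/590 nm); concentration-response curves normalized to no-enzyme control.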
USP1 inh: Inhibitors of USP1/UAF1: Primary Screen; Ubiquitin carboxyl-terminal hydrolase 1 (Homo sapiens), O94782; recombinant USP1/UAF1, Ub-Rhodamine cleavage fluorescence; Potency, µM (titrated, usually from 57.1 µM), inactives show top-dose activity change, negative = inhibition, hits mostly inhibitors; 0.23% of 390,000 active; AID 743255, 2014; also: % is scaled to controls: 0 for no effect and ±100 for the full control effect; nearly all actives have a fitted effect of over 60% in size; inactives centre near -12
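1 nM enzyme complex + cpd, 15 min RT; start with Ub-Rho 150nM final; kinetic fluorescence ex 480/em 540, 6 reads q60 s. Buffer 50mM HEPES pH 7.8, 0.5mM EDTA, 0.1 mg/ml BSA, 1mM TCEP, 0.01% Tween-20.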
TrxR1 substrate: qHTS Assay for Substrates of Mammalian Selenoprotein Thioredoxin Reductase 1 (TrxR1): qHTS; Thioredoxin reductase 1, cytoplasmic (Rattus norvegicus), O89049; purified TrxR1 substrate turnover, NADPH consumption readout; Potency, µM (doses to about 114 µM), for inactives: at the top dose activity change, negative = substrate turnover; 0.01% of 390,000 active; AID 588456, 2011; also: % is scaled to controls: 0 for no effect and ±100 for the full control effect; nearly all actives have a fitted effect of over 50% in size
Target sequence (O89049 whole entry, looked up): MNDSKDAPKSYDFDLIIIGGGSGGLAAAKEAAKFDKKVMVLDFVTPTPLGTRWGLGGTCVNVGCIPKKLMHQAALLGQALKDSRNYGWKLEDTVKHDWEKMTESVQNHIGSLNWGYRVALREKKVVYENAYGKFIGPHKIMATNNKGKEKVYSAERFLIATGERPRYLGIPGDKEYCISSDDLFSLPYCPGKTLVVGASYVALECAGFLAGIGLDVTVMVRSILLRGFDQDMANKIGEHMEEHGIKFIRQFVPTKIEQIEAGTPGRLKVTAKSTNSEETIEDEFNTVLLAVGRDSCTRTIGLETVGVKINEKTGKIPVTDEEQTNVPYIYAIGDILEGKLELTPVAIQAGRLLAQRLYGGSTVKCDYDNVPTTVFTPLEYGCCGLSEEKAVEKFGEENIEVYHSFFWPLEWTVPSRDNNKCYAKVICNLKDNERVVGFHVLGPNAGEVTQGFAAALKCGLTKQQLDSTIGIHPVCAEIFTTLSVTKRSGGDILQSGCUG
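Rat TrxR1, dispensed at 90 nM, was prereduced with 400 uM NADPH (final) for 5 min at ~22 deg C, then incubated with compound 15 min before 400 uM selenite. A first-read NADPH fluorescence drop versus no-compound background flagged substrates.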
TrxR1 inh: qHTS Assay for Inhibitors of Mammalian Selenoprotein Thioredoxin Reductase 1 (TrxR1): qHTS. Potency, µM (top dose mostly 114 µM), for inactives: at the highest dose activity change, negative = inhibition, most hits filed as inhibitors. recombinant rTrxR1, NADPH fluorescence consumption, selenite substrate. 1% of 390,000 active; also: % is scaled to controls: 0 for no effect and ±100 for the full control effect; nearly all actives have a fitted effect of over 65% in size
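Rat TrxR1 (90 nM in the dispensed reagent) was pre-reduced with 400 uM NADPH for 5 min at room temperature, then incubated with compound for 15 min. After 400 uM selenite was added, NADPH fluorescence (Ex 340/Em 450 nm) was followed for 8 min.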
Vif-APOBEC3G blk: qHTS for Inhibitors of Vif-A3G Interactions: qHTS; DNA dC->dU-editing enzyme APOBEC-3G (Homo sapiens), Q9HC16; HeLa A3G-eYFP + Vif (tagged APOBEC3G with the HIV-1 protein that degrades it), YFP fluorescence, overnight; Potency, µM (top dose mostly 46.1 µM), without a hit: at the top dose activity, negative = active, usual class: inhibitors; 0.076% of 410,000 active; AID 602310, 2012;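 also: % is scaled to controls: 0 for no effect and ±100 for the full control effect; nearly all actives have a fitted effect of over 60% in size; hits raise eYFP signal because A3G escapes Vif-driven loss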
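HeLa cells stably expressing Vif and C-terminally eYFP-tagged A3G, seeded overnight at 37 deg C, then exposed to compound by pintool overnight at 37 deg C. Rise in yellow fluorescence (Ex 488/Em 500-530, Acumen) marks blocked Vif-driven A3G degradation.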
RXFP1 ag: qHTS Assay for Agonists of the Relaxin Receptor RXFP1. HEK293T-RXFP1 cAMP TR-FRET, 30 min; response scale: percent of porcine relaxin response, buffer zero. Potency, µM (doses to about 57.5 µM), without a hit: at the top dose activation, most hits filed as activators. Relaxin receptor 1 (Homo sapiens), Q9HBX9. 0.3% of 370,000 active; also: % is scaled to controls: 0 for no effect and ±100 for the full control effect; nearly all actives have a fitted effect of over 60% in size; many of its hits are not listed in these tables
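HEK293 cells stably expressing RXFP1, treated 30 min at 37C with compounds plus PDE4 inhibitor Ro 20174; cAMP measured by HTRF TR-FRET. Normalized to buffer and 29 nM porcine relaxin; EC50 by Hill fit.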
RGS4 inh: Inhibitors of Regulator of G Protein Signaling (RGS) 4: qHTS; Regulator of G-protein signaling 4 (Homo sapiens), P49798; Transcreener GDP fluorescence polarization, RGS4-accelerated GTP hydrolysis; Potency, µM (titrated, usually from 114 µM), for inactives: at the highest dose activity change, negative = inhibition, most hits filed as inhibitors; 0.039% of 390,000 active; also: % is scaled to controls: 0 for no effect and ±100 for the full control effect; nearly all actives have a fitted effect of over 75% in size; some results filed as inactive show a strong effect at the top dose
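MLSMR compounds (23 nl, pin-transferred) preincubated 10 min at room temperature with a 500nM (2x) first reagent, then RGS4 at 900nM (2x) plus Transcreener GDP mix added; fluorescence polarization (620/688 nm) read before and after 90 min at 30 °C.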
Vif-A3F inh: qHTS for Inhibitors of Vif-A3F Interactions: qHTS | HeLa A3F-eYFP + Vif (tagged APOBEC3F with the HIV-1 protein that degrades it), YFP fluorescence increase | Potency, µM (highest dose often 46.1 µM), without a hit: top-dose activity, negative = active | 0.2% of 390,000 active; also: % of control where 0% means no effect; nearly all actives have a fitted effect of over 65% in size
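HeLa cells stably expressing Vif plus C-terminally eYFP-tagged A3F were seeded, incubated overnight at 37 deg C, dosed with compound, incubated overnight again at 37 deg C. Yellow fluorescence (Ex 488/Em 500-530) reported blocked Vif-mediated A3F-eYFP degradation.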
Starred values were filed as active, the others as inactive; ? = inconclusive; / = no result given; [ ] = another dose, or the depositor's remark. Calls follow the shape of the dose curve; as a rule, active = well fitted curve in the direction sought with a large enough effect; inconclusive = small, poorly fitted or top-dose-only effect, or another doubt; inactive = no such curve, though single readings can be large; an effect the other way counts as inactive or inconclusive. Potency is read from the fitted curve at half-maximal effect.

SMILES	ALOX12 inh	IDH1 R132H inh	USP1 inh	TrxR1 substrate	TrxR1 inh	Vif-APOBEC3G blk	RXFP1 ag	RGS4 inh	Vif-A3F inh
Cc1ccc(CNC(=O)COC(=O)Cc2ccc(-c3ccccc3)cc2)cc1	0.8%	2.9%	-12.1%	-15.5%	-19.3%	-9.3%	3.0%	-0.1%	7.3%
O=C(CSc1ncnc2sccc12)Nc1ccccc1	13.8%	-14.4%	-11.0%	-1.6%	3.8%	-11.0%	2.2%	3.0%	0.3%
CCc1ccc(CN(C)C(=O)c2cc(COc3ccc(OC)cc3Cl)on2)nc1	0.0%	7.6%	-12.1%	-11.0%	-10.3%	4.8%	0.7%	0.0%	7.0%
Cc1ccc(NC(=O)CCNS(=O)(=O)c2ccc3[nH]c(=O)oc3c2)cc1C	-10.2%	4.5%	4.9%	2.3%	19.7%	-0.5%	-1.2%	44.9%	-0.7%
CCOc1ccc(OCC)c(NC(=O)C(NS(=O)(=O)c2cccs2)c2ccccc2)c1 (stereo not given)	-37.0%	0.0%	-20.2%	-5.1%	-8.4%	-6.2%	2.0%	-6.0%	2.8%
O=C(O)CCCC(=O)N1N=C(c2ccccc2)CC1c1cccs1 (stereo not given)	-2.5%	2.8%	-8.4%	1.0%	10.5%	1.0%	1.4%	-15.6%	-11.3%
CC1CCN(CC(=O)Nc2sc3c(c2C#N)CCC3)CC1	-0.7%	0.5%	-7.1%	0.4%	4.5%	-6.1%	0.0%	5.1%	0.5%
CN(C)S(=O)(=O)Oc1ccc(Cl)cc1C(=O)Nc1cccc(C(F)(F)F)c1	0.0%	2.8%	-21.5%	4.7%	33.7%	1.1%	-2.8%	-3.1%	-0.2%
COc1ccc([C@@H]2C(C#N)=C(N)S[C@@H](c3ccccc3)[C@@H]2[N+](=O)[O-])cc1	?	1.0%	-3.2%	1.1%	-2.3%	-5.3%	0.9%	-13.3%	6.2%
OCC[C@@H]1C[C@@H](O)[C@H](O)[C@]2(OCCCc3ccccc32)O1	-15.4%	14.2%	-20.0%	3.4%	11.8%	-2.1%	0.7%	-10.7%	3.0%
O=S(=O)(c1ccc(Cl)cc1)n1ccc(-c2cccc(OCc3c(F)cccc3Cl)c2)n1	17.6%	0.0%	-15.6%	-2.2%	7.6%	0.6%	2.9%	47.4%	-5.6%
CN(C)C(CNC(=S)Nc1ccc(Cl)cc1)c1cccnc1 (stereo not given)	-5.9%	0.0%	-9.5%	-0.1%	3.6%	1.7%	2.4%	10.2%	-4.8%
COCCCN1C(=O)C(CC(=O)NC(c2ccccc2)c2ccccc2)CC(C(=O)N2CCOCC2)=C1C (stereo not given)	16.7%	-6.0%	-13.9%	/	/	1.0%	/	/	5.5%
C/C(CC(=O)Nc1cc(C)ccn1)=N\NC(=O)C(=O)Nc1cccc(C)c1	-0.2%	5.6%	-16.2%	-5.2%[11.4 µM]	2.2%	3.3%	-1.3%	-5.9%	-2.4%
CCSc1nnc(-c2cc3c(s2)-c2ccccc2CC3)o1	0.0%	6.5%	-16.5%	175.0%[activator][57.1 µM]	66.6%[activator][57.1 µM]	2.2%	9.3%	-29.7%	0.9%
CCOC(=O)C1CCN(C(=O)C2CCCN(c3ncnc4c3nc3n4CCCCC3)C2)CC1 (stereo not given)	35.1%[activator]	6.1%	-17.6%	2.8%	1.1%	1.9%	5.8%	-18.4%	2.0%
COc1cc(NC(=S)N2CCN(S(=O)(=O)c3ccc(C)cc3)CC2)cc(OC)c1	351.6%[activator]	0.7%	-20.8%	-10.9%	-11.3%	-4.9%	1.3%	-35.0%	0.0%
Cc1c(NC(=O)c2ccc(N(C)S(C)(=O)=O)cc2)c(=O)n(-c2ccccc2)n1C	5.4%	9.6%	-12.1%	16.7%[57.1 µM]	29.7%[57.1 µM]	1.4%	2.2%	-4.3%	10.7%
O=C(NCc1ccc(S(=O)(=O)Nc2ccccc2Cl)s1)c1ccccc1	-62.6%	-9.0%	-6.2%	-4.8%[57.1 µM]	-1.5%[57.1 µM]	-1.8%	0.5%	-17.6%	-13.3%
CCN(CC)c1nc(C#N)cc(-c2ccc(OC)cc2)n1	-34.9%	1.9%	-9.5%	25.3%	30.8%	?	3.1%	-49.4%	-12.3%
O=C(/C(=N\Nc1ccccc1)Sc1nnnn1-c1ccccc1)c1ccccc1	?	3.3%	-18.3%	-10.5%	?	-4.2%	0.3%	-48.4%	-2.1%
Cc1ccc(CNc2nc(C)c(C(=O)N(C)C)s2)cc1	-5.9%	7.8%	?	0.6%	16.1%	-0.1%	-1.4%	21.1%	-13.1%
O=C(NCCSc1c(-c2ccc(F)cc2)[nH]c2ccccc12)c1ccc(S(=O)(=O)N2CCOCC2)cc1	-10.4%	14.9%	-21.5%	3.9%	18.6%	7.8%	4.7%	-3.6%	-1.0%
COc1ccc(Cn2ccc3nc(C)c(C(=O)Nc4cc(C)cc(C)c4)cc3c2=O)cc1	3.8%	-27.8%	1.7%	4.3%[57.1 µM]	9.8%[57.1 µM]	3.8%	5.2%	8.2%	-11.5%
Cc1cc(C(=O)Nc2sc(C)c(C)c2C#N)c(C)o1	0.0%	0.5%	-15.9%	4.7%	3.2%	0.0%	14.6%	21.8%	2.2%
O=C(Cc1ccccc1F)NCC(c1ccco1)N1CCCCC1 (stereo not given)	3.1%	9.2%	-13.1%	1.9%[57.1 µM]	6.4%[57.1 µM]	-8.0%	0.4%	1.4%	?
O=C(NCCC1CCCCN1S(=O)(=O)c1ccccc1)C(=O)Nc1ccc(F)cc1F (stereo not given)	-14.7%	3.3%	-2.5%	-7.8%	0.5%	-23.8%	0.9%	13.1%	-0.9%
C[C@H](NC(=O)c1ccccc1Cl)C(=O)OCC(=O)N1CC2(C)CC1CC(C)(C)C2 (stereo not given in full)	-1.8%	-10.2%	-16.1%	5.7%	15.5%	-2.4%	-0.6%	7.0%[11.4 µM]	1.5%
COCCCNC(=S)N1CCN(c2nc3ccccc3s2)CC1	1.1%	0.7%	-6.8%	4.0%[57.1 µM]	23.1%[57.1 µM]	1.8%	-0.8%	-28.3%	3.6%
Cc1cccc(C)c1NC(=O)COC(=O)c1cc(=O)c2ccccc2o1	-28.0%	-11.9%	-2.9%	-3.1%	16.5%	-0.6%	4.7%	4.9%[11.4 µM]	3.9%
CCOc1c2ccc(C(=O)NCc3ccc4c(c3)OCO4)cc2nn1CC	?	-4.3%	-8.6%	44.5%[activator][57.1 µM]	25.8%[57.1 µM]	-10.8%	2.0%	20.3%	-0.3%
O=C(CN1C(=O)NC2(CCCC2)C1=O)Nc1cc(Cl)ccc1Oc1ccccc1	7.0%	-7.1%	-8.3%	-2.5%	17.1%	1.1%	-0.8%	-4.5%	7.7%
Cc1nn(C)c(Cl)c1C(=O)NC(C(=O)O)c1ccccc1 (stereo not given)	1.0%	0.0%	-19.4%	-2.4%[57.1 µM]	-2.1%[57.1 µM]	2.2%	5.1%	4.0%	15.2%
CCC(=O)c1ccc(OCC(=O)OCC(=O)N2CCCc3ccccc32)cc1	0.5%	0.0%	-20.0%	-4.5%[57.1 µM]	23.0%	-0.1%	-1.9%	-4.6%	1.7%
Cc1nn(CC(=O)NC2(C#N)CCCCC2)c(C)c1[N+](=O)[O-]	0.0%	3.6%	-18.2%	3.2%	43.2%[activator]	-2.3%	0.3%	-7.8%	5.4%
CC1CCN(CCC(=O)NN)CC1	1.5%	8.9%	-12.5%	7.2%[57.1 µM]	9.0%[57.1 µM]	-2.0%	0.5%	4.2%	2.2%
CCCCn1c(SCC2CCCCO2)nc2cc(S(N)(=O)=O)ccc21 (stereo not given)	5.4%	12.0%	-17.6%	-3.5%	-6.4%	-1.3%	-0.3%	5.3%[56.9 µM]	2.0%

This is a subset; count on the stated rates, not on these rows.
